Screens deposited in PubChem BioAssay by several laboratories.
PP5 primary – PP5 phosphatase inhibitors, primary screen, biochemical, fluorescence | purified PP5c, OMFP substrate fluorescence | inhibition, % at 6.7 µM | 0.18% of 320,000 active;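 active = inhibition above the campaign's mean inhibition across all tested compounds plus 3 SD, cut at about 9.5% in these data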;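 note: 0% = DMSO only and 100% = 100 µM cantharidin control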
EBNA-1 inhibitor – EBNA-1 DNA-binding inhibitors, primary screen, biochemical, fluorescence polarization | inhibition, % at 14.8 µM | 0.34% of 300,000 active | AID 1950, 2009; in the data active = inhibition above about 28%
Efflux pump inh – inhibitors of Candida efflux pumps in yeast, primary screen, S. cerevisiae, Nile Red, multiplex | AID 485275, 2010 | 0.44% of 330,000 active | inhibition, % at 10 µM | S. cerevisiae Candida pump triplex;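 active = plate passing quality check with inhibition over a set limit, or well fluorescence over plate mean plus 4 SD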;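 note: Nile Red retained in pooled yeast measured as flow cytometry median fluorescence; 0% = buffer negative control and 100% = Enniatin B positive control; higher means more Nile Red kept so more efflux inhibition; some compounds called inactive have numbers as strong as hits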
ZTA counter – blocks Epstein-Barr virus ZTA, an EBNA-1 counter-screen; P03206; ZTA-DNA binding, fluorescence polarization; inhibition, % at 11 µM; 0.15% of 320,000 active; in the data active = inhibition above about 33%
Target sequence (P03206 whole entry, looked up): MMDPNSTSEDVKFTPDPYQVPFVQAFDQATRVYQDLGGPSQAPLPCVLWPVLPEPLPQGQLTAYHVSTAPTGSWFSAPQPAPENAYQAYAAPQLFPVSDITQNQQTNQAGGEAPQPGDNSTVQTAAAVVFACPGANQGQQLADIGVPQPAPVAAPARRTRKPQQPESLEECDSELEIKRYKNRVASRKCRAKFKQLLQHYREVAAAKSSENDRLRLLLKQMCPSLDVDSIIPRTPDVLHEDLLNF
PREPL inhibitor – PREPL enzyme inhibitors, primary screen, biochemical, fluorescence polarization; Prolyl endopeptidase-like (Homo sapiens), Q4J6C6; recombinant PREPL, fluorescence polarization activity-based probe; inhibition, % at 5.96 µM; 0.68% of 320,000 active; AID 2751, 2010; in the data active = inhibition above about 43%;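 note: 0% = enzyme with DMSO and 100% = wells lacking enzyme; many of its hits are not listed in these tables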
Target sequence (Q4J6C6 whole entry, looked up): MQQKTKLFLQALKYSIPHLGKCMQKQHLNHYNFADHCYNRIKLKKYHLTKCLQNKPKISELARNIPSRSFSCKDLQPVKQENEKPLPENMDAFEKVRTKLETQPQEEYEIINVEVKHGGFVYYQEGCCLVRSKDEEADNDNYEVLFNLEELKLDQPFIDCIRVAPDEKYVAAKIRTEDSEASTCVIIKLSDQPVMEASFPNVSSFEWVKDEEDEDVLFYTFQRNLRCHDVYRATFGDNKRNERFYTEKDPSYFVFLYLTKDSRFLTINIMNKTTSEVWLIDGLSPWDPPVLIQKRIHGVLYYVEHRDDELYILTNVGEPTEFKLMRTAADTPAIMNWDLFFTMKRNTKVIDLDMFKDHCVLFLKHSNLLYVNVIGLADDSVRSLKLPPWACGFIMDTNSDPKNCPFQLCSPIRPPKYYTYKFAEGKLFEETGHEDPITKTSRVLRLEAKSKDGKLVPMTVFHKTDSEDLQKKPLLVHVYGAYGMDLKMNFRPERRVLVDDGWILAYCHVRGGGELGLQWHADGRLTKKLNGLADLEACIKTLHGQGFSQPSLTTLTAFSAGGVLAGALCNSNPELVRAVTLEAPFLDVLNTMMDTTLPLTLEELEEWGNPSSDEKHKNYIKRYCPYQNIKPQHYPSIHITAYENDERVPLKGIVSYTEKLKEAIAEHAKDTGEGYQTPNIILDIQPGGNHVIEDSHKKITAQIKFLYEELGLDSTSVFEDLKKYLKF
TPT1 inh – Candida albicans TPT1 enzyme inhibitors, primary screen, biochemical, fluorescence polarization | tRNA 2'-phosphotransferase TPT1 (Candida albicans SC5314) | 0.81% of 300,000 active | inhibition, % at 5 µM | recombinant caTPT1, FP RNA substrate dephosphorylation;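 active = inhibition above the mean of all tested compounds plus 3 SD, set per screening campaign, cut at about 24% in these data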;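 note: plate controls were DMSO alone for no effect and ferristatin control at 100 nM for full effect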
PP1 inh – PP1-alpha phosphatase inhibitors, primary screen, counter-screen for PP5 inhibitor project, biochemical, fluorescence, OMFP substrate, single point | purified PP1alpha | inhibition, % at 6.7 µM | 0.9% of 320,000 active;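 active = inhibition above the mean inhibition of all tested compounds plus 3 SD, computed separately for each screening campaign, cut at about 15% in these data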
Fh CTSL1 inh – Fasciola hepatica cathepsin L1 inhibitors, primary screen, counter-screen for PFM18AAP inhibitor project, biochemical, QFRET, fluorogenic peptide substrate; inhibition, % at 5.96 µM; 0.49% of 300,000 active; recombinant F. hepatica cathepsin L1, Z-Leu-Arg-MCA fluorescence;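 active = inhibition above the mean of all tested compounds plus 3 SD, set per screening campaign, cut at about 17% in these data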;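 note: 0% = plate median of test compound wells and 100% = 1 µM Z-Phe-Ala-diazomethylketone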
HCV core dimer – inhibitors of HCV core protein dimerization, primary screen, biochemical, TR-FRET, high-throughput | TR-FRET GST/Flag-core106 dimerization, 1536-well | inhibition, % at 5 µM | 0.33% of 300,000 active;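 active = inhibition above the mean of all tested compounds plus 3 SD, set per screening campaign, cut at about 45% in these data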
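System: GST/Flag-tagged HCV core106 proteins. Incubation: compound-protein-antibody incubation 4 h at 22.5 °C. Technique: HTRF with 340 nm excitation, 617/671 nm emission. Medium: KF-containing HEPES buffer, pH 7.45, DTT, CHAPS, BSA. Read-out: inhibition (%) from 671 over 617 nm ratio. Also added: Eu(K)-anti-GST 90 ng/mL plus XL665-anti-Flag 1 µg/mL.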
* = called active by the depositor; . = not tested or not shown. Some of the compounds tested; rates above refer to the full screens.

structure,PP5 primary,EBNA-1 inhibitor,Efflux pump inh,ZTA counter,PREPL inhibitor,TPT1 inh,PP1 inh,Fh CTSL1 inh,HCV core dimer
O=C(Nc1ncc(Cl)cn1)c1cccs1,1.9,-10,0.5,-4,3,2,-3,-4,0
COc1ccccc1NC(=O)c1cc[n+]([O-])cc1,2.4,-1,0.0,6,-10,1,-1,0,-4
Fc1cc(NC(=S)NCc2ccc(CNC(=S)Nc3ccc(Cl)c(F)c3)cc2)ccc1Cl,-1.2,27,0.0,13,-10,-3,-1,0,9
CCC1CCCCN1CCNC(=O)c1[nH]c(C)c(C(C)=O)c1C (stereo not given),2.4,2,-0.1,1,9,-9,-4,4,2
COc1ccc(C(=O)Nn2c(SCc3cccc([N+](=O)[O-])c3)nc3ccccc3c2=O)cc1,0.7,-6,-0.1,1,-10,1,5,-2,35
CCOC(=O)N1CCN(C(=O)c2cccc(S(=O)(=O)Nc3ccc(OC)cc3)c2)CC1,0.3,4,-0.2,-9,14,-2,0,5,-5
O=C1CCC(/C=C/c2ccccc2)=NN1Cc1ccccc1,1.9,-6,0.1,-4,-60,-3,-2,0,-1
Cc1ccc(-c2nnc(NC3CCCCC3)c3ccccc23)cc1S(=O)(=O)N1CCN(C)CC1,0.5,-7,0.0,-12,20,0,2,7,4
CCn1c(COc2ccccc2)nnc1SCc1ccc(C#N)cc1,0.8,-2,0.1,-14,-15,-1,3,-3,-2
CCN(N)C(=S)Nc1ccc(F)cc1,-1.4,-3,0.1,6,0,1,-5,-1,0
CC1(C)Cc2c(cnn2-c2cccc(F)c2)C(NC(=O)CN2CCCC2=O)C1 (stereo not given),4.1,-12,0.3,-18,-6,1,0,0,-1
COc1ccc(CNC(=O)CCN2C(=O)c3ccccc3S2(=O)=O)cc1,0.3,-4,-0.1,1,1,-3,0,0,0
c1cc(Nc2cccc3nccnc23)c2nccnc2c1,2.8,-9,0.0,6,18,25*,4,5,-11
Cc1ccc(N2CC(C(=O)NC3CCSC3=O)CC2=O)cc1 (stereo not given),1.7,-17,0.3,-21,3,1,-7,-4,-8
Cc1ccc(C(=O)N2CCNC(=O)C2CC(=O)Nc2ccc(F)cc2)cc1C (stereo not given),5.0,0,0.1,3,7,1,-2,-11,-12
Cc1ccc(C(=O)Nc2ccccc2OC(F)F)cc1,0.4,-2,-0.2,13,2,3,10,7,0
Cc1ccc(Cn2ccc(=O)c(OCc3ccccc3)c2C)cc1,1.8,1,0.0,11,7,1,1,-2,-1
Cc1cc2c(OCC(O)CN3CCCCC3)cccc2[nH]1 (stereo not given),3.1,-8,0.0,9,11,2,-2,1,-4
CC1(C)Cc2cccc(OCC(=O)Nc3nccs3)c2O1,1.9,-10,0.0,1,-5,-7,-2,-3,-2
Cn1c(-c2csc(-c3ccccc3)n2)n[nH]c1=S,0.6,-4,-0.2,-1,6,3,-3,4,-4
O=c1[nH]c(-[n+]2ccc3ccccc3c2)c(/C=N/N=C(\[O-])c2ccccc2)s1,0.8,10,-0.1,5,14,-17,0,0,2
O=C1c2ccccc2-n2c1nc1ccccc1c2=O,0.5,-15,0.1,2,15,-2,-3,3,-5
CCSc1nncn1/N=C/c1ccc(OC)c(OC)c1,2.9,-2,0.1,13,2,-1,-4,-2,-6
Cc1ccc(CNC(=O)c2ccc3c(c2)S(=O)(=O)c2ccccc2C3=O)cc1,0.7,10,-0.1,-6,20,-3,0,2,-3
CN1C(=O)[C@H]2[C@@H](C3CC3)N3C(=O)CN(Cc4ccccc4)C(=O)[C@@]3(C)[C@H]2C1=O,0.0,4,-0.1,-4,-8,-1,-2,-4,5
CCn1nnnc1SCC(=O)c1cccc(OC)c1,0.5,3,0.0,-11,9,-5,-4,-3,-4
COc1ccc(/C=N/OCC(=O)Nc2nc3ccccc3s2)cc1,3.1,8,0.1,2,4,0,4,2,1
Cc1cccc2nc(CSc3ccccc3N)cn12,3.8,-13,0.0,-13,5,-1,2,-3,-1
C/C(=N\N=C1\NC(=O)C(CC(=O)Nc2ccccc2F)S1)C1CCCCC1 (stereo not given),3.0,12,-0.3,6,2,1,2,2,9
Cc1cc(NS(=O)(=O)c2ccc(N3C(=O)C4C5C=CC(C5)C4C3=O)cc2)nc(C)n1 (stereo not given),-1.2,-1,-0.1,0,13,0,-3,-3,1
Cc1nnc(SCc2ccccc2C#N)n1-c1ccccc1,-1.9,-1,-0.1,2,3,-2,0,-3,5
N#Cc1cc2c(=O)n3ccccc3nc2n(-c2ccccc2Cl)c1=O,3.3,-10,0.1,-9,1,4,-4,4,2
Cn1cc(S(=O)(=O)N2CCN(c3ccccc3F)CC2)c(=O)n(C)c1=O,0.9,0,0.0,4,-5,-1,-2,2,-4
NS(=O)(=O)c1ccc(CCNC(=O)CN2C(=O)c3ccccc3S2(=O)=O)cc1,0.1,5,-0.2,0,2,0,0,5,3
CC(C)CNC(=O)C(=O)NCC1OCCN1S(=O)(=O)c1cccs1 (stereo not given),-3.1,2,1.7,1,2,-1,-3,3,0
COc1cc(C(CC(=O)Nc2ccc(C)cn2)N2Cc3ccccc3C2=O)cc(OC)c1OC (stereo not given),0.5,4,0.1,-21,19,1,1,-6,-14
COc1cc(NC(=O)c2ccc(C)c([N+](=O)[O-])c2)ccc1NC(=O)c1ccco1,1.2,51*,1.6,-12,11,1,-2,8,2
C=CCn1c(CNS(=O)(=O)c2ccc(Br)cc2)nnc1SC,-1.7,1,-0.1,-1,9,-2,-2,4,-8
O=C(COc1ccccc1)NCCS(=O)(=O)N1CCN(c2ccccc2)CC1,-0.5,-8,0.0,-12,-22,-5,-7,2,-7
CCCN(C(=O)COC(=O)CCOc1ccccc1C)c1c(N)n(Cc2ccccc2)c(=O)[nH]c1=O,1.3,11,0.0,7,-2,4,-4,-21,-4
CNC(=O)c1csc(-c2ccc(C)cc2)n1,-0.5,13,-0.1,3,-13,-5,-2,0,-5
COc1ccccc1CC(=O)Nc1nc(-c2ccc(F)c(F)c2)cs1,3.0,-8,-0.1,-14,-44,-1,2,2,9
COc1cc(CNCc2ccccn2)ccc1OCC(N)=O,2.9,-19,0.2,-10,16,-2,2,-5,3
Cc1ccc(S(=O)(=O)Nc2ccnc(-c3cccnc3)n2)cc1,1.6,-5,0.1,6,5,-2,-3,-2,-9
CCOc1cccc(CN2CCN(CCCc3ccccc3)C(CCO)C2)c1O (stereo not given),-1.0,11,0.1,-6,7,3,2,-3,1
O=C(COC(=O)C1CCN(C(=O)c2ccc(Cl)cc2)CC1)NC1CCS(=O)(=O)C1 (stereo not given),-1.8,-11,-0.1,2,-1,1,-6,8,-8
C=CCOC(=O)C1=C(C)NC(SC)=C(C#N)C1c1cccs1 (stereo not given),1.9,-19,0.0,-8,-3,0,-1,-3,3
CCCc1nc(SCC(=O)N2CCCC2)c2ccccc2n1,-0.1,8,-0.1,19,5,0,1,1,18
CC(C)[C@H]1COC(NC2=N[C@@H](C(C)C)CO2)=N1,0.8,11,-0.1,-4,-1,-3,1,-2,5
O=C(CNC(=O)c1ccccc1)OCC(=O)c1ccc(Cl)s1,-0.3,.,0.2,-5,4,.,-2,.,.
O=C(NC1CCCCC1)N1CCc2ccccc21,0.9,-14,0.3,-17,6,-3,-2,-2,-1
COc1ccc(S(=O)(=O)N2CCOCC2)cc1NC(=O)CCNC(=O)c1ccc([N+](=O)[O-])cc1,2.8,.,-0.1,-13,-2,.,-4,.,.
Cc1ccc(/C=C/S(=O)(=O)NCC(=O)OCC(=O)Nc2c(F)cccc2F)cc1,1.0,18,0.0,-10,31,-2,-5,-10,-9
CCc1noc(C)c1C(=O)NNC(=O)c1cc(OC)cc(OC)c1,3.8,.,0.0,-20,24,.,-2,.,.
COC(=O)C1=C(CSc2nnnn2C)NC(=O)NC1c1cc(C)ccc1C (stereo not given),0.0,0,0.0,-6,-8,1,-3,-1,-6
O=C(c1cc(COc2ccc(F)cc2F)on1)N1CC[C@@H]2CCCC[C@H]2C1,2.3,9,0.2,19,-11,1,-1,0,-3
Cc1ccc(C(=O)/C=C2/NC(=O)CS2)cc1,1.3,5,-0.1,-7,0,0,-2,4,-3
O=C(COC(=O)CCc1c[nH]c2ccccc12)Nc1ccc([N+](=O)[O-])cc1,3.8,11,-0.3,8,34,-2,-2,-24,2
Cc1c(N=C2N=C(NC(=O)Nc3ccc(Cl)cc3)c3ccccc32)c(=O)n(-c2ccccc2)n1C,0.6,-10,0.1,2,1,1,-3,-1,6
COC(=O)CCSCC(=O)Nc1cc(C)on1,-1.4,-4,-0.1,-4,6,-4,0,-2,-1
Cc1[nH]nc(-c2ccc(O)cc2O)c1-c1ccc(Cl)cc1,7.6,7,-0.1,7,-5,-7,5,6,1

Gathered by group: the compounds so far with a Cl atom.
structure,PP5 primary,EBNA-1 inhibitor,Efflux pump inh,ZTA counter,PREPL inhibitor,TPT1 inh,PP1 inh,Fh CTSL1 inh,HCV core dimer
O=C(Nc1ncc(Cl)cn1)c1cccs1,1.9,-10,0.5,-4,3,2,-3,-4,0
Fc1cc(NC(=S)NCc2ccc(CNC(=S)Nc3ccc(Cl)c(F)c3)cc2)ccc1Cl,-1.2,27,0.0,13,-10,-3,-1,0,9
N#Cc1cc2c(=O)n3ccccc3nc2n(-c2ccccc2Cl)c1=O,3.3,-10,0.1,-9,1,4,-4,4,2
O=C(COC(=O)C1CCN(C(=O)c2ccc(Cl)cc2)CC1)NC1CCS(=O)(=O)C1 (stereo not given),-1.8,-11,-0.1,2,-1,1,-6,8,-8
O=C(CNC(=O)c1ccccc1)OCC(=O)c1ccc(Cl)s1,-0.3,.,0.2,-5,4,.,-2,.,.
Cc1c(N=C2N=C(NC(=O)Nc3ccc(Cl)cc3)c3ccccc32)c(=O)n(-c2ccccc2)n1C,0.6,-10,0.1,2,1,1,-3,-1,6
Cc1[nH]nc(-c2ccc(O)cc2O)c1-c1ccc(Cl)cc1,7.6,7,-0.1,7,-5,-7,5,6,1
